ERa coact pot: enhancers of ERα–SRC-1 coactivator binding, primary screen, biochemical, TR-FRET, ERα LBD, low estradiol; coactivator binding (% of control), % at 25.6 µM; AID 639, 2007; TR-FRET ERalpha-LBD/SRC-Cy5 coactivator binding, 2 h; 100 = basal binding, no effect; 86,000 compounds, 1.3% hits; Estrogen receptor (Homo sapiens), P03372; in the data active = activity above about 200%;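 also: binding measured in presence of low estradiol as agonist stimulus; 0% = peptide alone without receptor and 100% = receptor with peptide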
PLK1 kinase inh: human PLK1 kinase inhibitors, primary screen, biochemical, TR-FRET; Serine/threonine-protein kinase PLK1 (Homo sapiens), P53350; recombinant PLK1 kinase, TR-FRET peptide phosphorylation; inhibition, % at 10 µM; 97,000 compounds, 0.53% hits;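 active = inhibition of 50% or more in the single-concentration screen; inactive = inhibition below 50%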;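 also: 0% = DMSO max control and 100% = H-89 dihydrochloride min control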
Target sequence (P53350 whole entry, looked up): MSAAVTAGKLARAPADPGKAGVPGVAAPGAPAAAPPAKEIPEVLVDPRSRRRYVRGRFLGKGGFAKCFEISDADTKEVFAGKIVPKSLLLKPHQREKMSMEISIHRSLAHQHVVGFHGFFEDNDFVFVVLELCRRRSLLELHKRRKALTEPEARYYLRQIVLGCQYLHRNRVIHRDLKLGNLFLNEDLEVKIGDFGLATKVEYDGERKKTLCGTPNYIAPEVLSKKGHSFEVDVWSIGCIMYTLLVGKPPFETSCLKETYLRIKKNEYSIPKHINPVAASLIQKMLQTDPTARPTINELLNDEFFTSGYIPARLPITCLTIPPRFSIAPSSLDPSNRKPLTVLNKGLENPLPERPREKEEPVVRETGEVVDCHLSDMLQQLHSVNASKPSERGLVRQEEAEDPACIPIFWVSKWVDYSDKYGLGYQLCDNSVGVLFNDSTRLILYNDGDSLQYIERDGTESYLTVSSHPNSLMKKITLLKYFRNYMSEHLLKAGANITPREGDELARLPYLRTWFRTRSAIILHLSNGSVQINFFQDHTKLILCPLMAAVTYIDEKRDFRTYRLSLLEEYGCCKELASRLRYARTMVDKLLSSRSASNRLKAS
PLK1 PBD inh: Plk1 polo box domain binding inhibitors, primary screen, biochemical, fluorescence polarization. Serine/threonine-protein kinase PLK1 (Homo sapiens), P53350. Plk1 PBD phosphopeptide binding. inhibition, %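 (tested at about 20 µM)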. 97,000 compounds, 0.13% hits. AID 693, 2007; in the data active = inhibition above about 34%, passing the limit was not always enough
CD11b adhes enh: enhancers of CD11b/CD18 adhesion to fibrinogen, primary screen, K562 cells, luminescence. Integrin beta-2 (Homo sapiens) + Integrin alpha-M (Homo sapiens), P05107+P11215. ATPlite luminescence. activation, % at 10 µM. 93,000 compounds, 0.07% hits. AID 1499, 2009;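 active = 10 µM primary screen giving 50% or more activity, confirmed by 40% or more on retest at that dose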; also: strong numbers were not always called active
CD11b adhes inh: inhibitors of CD11b/CD18 adhesion to fibrinogen, primary screen, K562 cells, luminescence; 93,000 compounds, 0.54% hits; AID 1497, 2009; inhibition, % at 10 µM; ATPlite luminescence; Mn2+ added to activate the integrin;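 active = primary inhibition of 50% or more at 10 µM, then 40% or more on retest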; also: some results filed as inactive read as strong as hits
ERa coact inh: ERα–SRC-1 coactivator interaction inhibitors, primary screen, biochemical, TR-FRET, ERα LBD, estradiol-bound | Estrogen receptor (Homo sapiens), P03372 | TR-FRET ER-alpha LBD / SRC-1 peptide | inhibition, % at 25.6 µM | 86,000 compounds, 1.7% hits; in the data active = inhibition above about 50%;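 also: 0% = receptor plus peptide control and 100% = peptide only without receptor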
Rev-RRE block: HIV-1 Rev-RRE binding inhibitors, primary screen, biochemical, FRET, protein-RNA interaction | P05866 | Rev peptide-RRE RNA binding | inhibition, % at 8 µM | 97,000 compounds, 0.79% hits;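 active = inhibition above the screen-wide mean plus 3 SD, cut at about 35% in these data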;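 also: 0% = median DMSO wells and 100% = median Neomycin B control wells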
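Test system: Cy5-tagged RRE RNA duplex with fluorescein-tagged Rev peptide; Probe or stimulus: labelled Rev peptide; Schedule: 5 min preincubation and 15 min binding, 25 °C; Signal: FRET fluorescence readout; Evaluation: % inhibition from 671/540 nm acceptor-to-donor ratio, scaled between controls; Control set: DMSO and neomycin B.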
ERb SRC1 inh: inhibitors of ERβ-SRC1 coactivator interaction, primary screen, biochemical, TR-FRET, ERβ LBD, SRC-1 peptide | AID 633, 2007 | inhibition, % at 25.6 µM | 86,000 compounds, 1.3% hits | TR-FRET ER-beta LBD / SRC1-Cy5 peptide binding; receptor agonist-loaded with 1 µM estradiol;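 active = compounds whose percent inhibition of the receptor-coactivator binding signal exceeds about 50% in the single-dose screen, limit read from the data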;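 also: 0% = receptor plus peptide wells without compound and 100% = peptide-only wells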
Target sequence (Q92731 whole entry, looked up, the tested form may be a part): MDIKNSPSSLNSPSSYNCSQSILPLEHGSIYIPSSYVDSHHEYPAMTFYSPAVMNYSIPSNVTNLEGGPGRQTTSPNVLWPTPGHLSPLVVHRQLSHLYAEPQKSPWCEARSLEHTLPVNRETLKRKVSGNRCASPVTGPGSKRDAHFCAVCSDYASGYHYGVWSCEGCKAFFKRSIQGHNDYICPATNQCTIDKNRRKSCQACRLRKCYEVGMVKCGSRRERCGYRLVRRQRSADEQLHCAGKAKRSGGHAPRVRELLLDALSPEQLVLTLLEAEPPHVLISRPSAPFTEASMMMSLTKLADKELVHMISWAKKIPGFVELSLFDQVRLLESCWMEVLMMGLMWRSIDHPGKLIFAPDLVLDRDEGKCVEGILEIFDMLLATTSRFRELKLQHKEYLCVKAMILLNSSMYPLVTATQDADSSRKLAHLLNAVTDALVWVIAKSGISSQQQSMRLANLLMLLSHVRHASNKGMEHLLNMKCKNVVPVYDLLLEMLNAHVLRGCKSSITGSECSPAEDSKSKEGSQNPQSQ
FAK inh: FAK kinase inhibitors, primary screen, biochemical | Focal adhesion kinase 1 (Homo sapiens), Q05397 | biochemical FAK kinase activity assay | inhibition, %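 (tested at 7 µM)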 | 97,000 compounds, 0.84% hits | AID 727, 2007; in the data active = inhibition above about 19%;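 also: 0% = DMSO and 100% = reference compound high control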
An asterisk follows results filed as active; x = not tested or not shown; [ ] = dose if it differs, or a comment.

SMILES | ERa coact pot | PLK1 kinase inh | PLK1 PBD inh | CD11b adhes enh | CD11b adhes inh | ERa coact inh | Rev-RRE block | ERb SRC1 inh | FAK inh
O=C(NC(=S)NCc1ccccc1)c1ccccc1F | x | -9 | 13 | -2 | -1 | x | 3 | x | 1
OCCN(Cc1ccccc1)Cc1ccccc1Cl | 112 | -16 | 1 | 0 | 3 | 2 | 3 | -4 | 0
C#CC(=O)N(c1ccc(OC)c(OC)c1)C(C(=O)NC1CCCC1)c1cccs1 (stereo not drawn) | x | -7 | -23 | -3 | -7 | x | 3 | x | 0
O=C(Nc1cccnc1)c1ccc(Oc2ccccc2)cc1 | 128 | -3 | -4 | -4 | 22 | -6 | 6 | -8[fluorescence artefact?] | 0
CC(=O)OCC(OC(C)=O)C(OC(C)=O)C(OC(C)=O)C(=O)Nc1ccc(C)cc1 (stereo not drawn) | 100 | -8 | -24 | 1 | -7 | -25 | -2 | -25[fluorescence artefact?] | -3
COc1ccc(CCNC(=O)c2c(-c3ccccc3)noc2C)cc1OC | 124 | x | x | 0 | 23 | 5 | x | -1[fluorescence artefact?] | x
Cc1cc(C)n(C2=NS(=O)(=O)c3ccccc32)n1 | 111 | 1 | -17 | 0 | 25 | 6 | 8 | 2 | 0
CC1CCCCN1C(=O)CSc1nnc(-c2cccnc2)n1C1CCCCC1 (stereo not drawn) | 115 | -12 | 11 | 0 | -11 | -1[fluorescence artefact?] | -1 | -3 | 2
C=CCOc1ccc2ccccc2c1/C=N/O | 108 | -11 | 14 | 0 | 6 | 0 | 10 | -2[fluorescence artefact?] | 1
Cc1nc2nc(C)c(CCC(=O)O)c(C)n2n1 | 119 | -1 | 20 | -5 | -18 | 0 | 4 | 2 | -1

3 neighbouring entries from above:
SMILES | ERa coact pot | PLK1 kinase inh | PLK1 PBD inh | CD11b adhes enh | CD11b adhes inh | ERa coact inh | Rev-RRE block | ERb SRC1 inh | FAK inh
O=C(NC(=S)NCc1ccccc1)c1ccccc1F | x | -9 | 13 | -2 | -1 | x | 3 | x | 1
OCCN(Cc1ccccc1)Cc1ccccc1Cl | 112 | -16 | 1 | 0 | 3 | 2 | 3 | -4 | 0
C#CC(=O)N(c1ccc(OC)c(OC)c1)C(C(=O)NC1CCCC1)c1cccs1 (stereo not drawn) | x | -7 | -23 | -3 | -7 | x | 3 | x | 0

Additional compounds follow.
SMILES | ERa coact pot | PLK1 kinase inh | PLK1 PBD inh | CD11b adhes enh | CD11b adhes inh | ERa coact inh | Rev-RRE block | ERb SRC1 inh | FAK inh
COc1ccc(CCNC(=O)CN(C2CCCCC2)S(C)(=O)=O)cc1OC | 102 | 3 | -9 | -6 | 12 | -3 | 0 | 0 | 20*
CN(C)CCN1C(=O)c2oc3ccc(Cl)cc3c(=O)c2C1c1cccc(Br)c1 (stereo not drawn) | 85 | -2 | -23 | 13 | -6 | -35 | -3 | -11 | -1
CCOc1ccc(-c2cc(CCCC(=O)NCc3ccc(C)cc3)no2)cc1 | x | -10 | -23 | 9 | 11 | x | -3 | x | 3
Cc1ccc(C)c(OCCCC(=O)Nc2ccc(N3CCOCC3)cc2)c1 | 117 | -13 | 22 | 23 | -14 | -7 | 5 | 14 | 0
CCOC(=O)C(Sc1n[nH]c(N)n1)c1ccccc1 (stereo not drawn) | x | -16 | 16 | -4 | -4 | x | -1 | x | 0
Cc1c(NC(=O)C(C)Sc2nc3ccccc3c(=O)n2CCO)c(=O)n(-c2ccccc2)n1C (stereo not drawn) | 107 | 2 | 9 | -1 | 8 | -4 | 4 | -1 | -2
Cc1ccc(C(=O)CS(C)(=O)=O)cc1 | 78 | 0 | 8 | -1 | 0 | 0 | -3 | -7 | -5
O=C1NCCN1C(=O)N(c1ccccc1)c1ccccc1 | 103 | -2 | -1 | 0 | -14 | 0[fluorescence artefact?] | 9 | 5[fluorescence artefact?] | 0
CCn1c(=O)cc(OCC(=O)NC(C)c2ccc3c(c2)OCCO3)c2ccccc21 (stereo not drawn) | 114 | 3 | -32 | -4 | -2 | 7[fluorescence artefact?] | 2 | -3[fluorescence artefact?] | 3
Fc1ccccc1C(c1nnnn1Cc1ccc2c(c1)OCO2)N1CCN(Cc2ccccc2)CC1 (stereo not drawn) | 118 | -13 | -14 | x | x | -2 | 11 | 1 | 1
O=C(O)c1ccc2c(c1)N(Cc1ccccc1F)C(=O)c1ccccc1S2=O (stereo not drawn) | 143[fluorescence artefact?] | -2 | -4 | -1 | -7 | -14 | 0 | 0 | -1
COC(=O)c1c(NC(=O)CSc2nnc(-c3ccco3)n2Cc2ccccc2)sc(C)c1C | x | 4 | 13 | 1 | -8 | x | 5 | x | 3
Cc1cccc(OCc2nnc(SCC(=O)N3CCCC3)n2C)c1 | 113 | -3 | -14 | -2 | 7 | -11 | 5 | -7 | 4
O=C(Cc1ccccc1)N[C@H](c1ccccc1)P(=O)(O)CO | 110 | -7 | 11 | 3 | 6 | -10 | 3 | 3 | 1
COc1ccc(-c2nn3c(-c4ccncc4)nnc3s2)cc1OC | 127 | -5 | -6 | x | x | -5 | 2 | 4 | 3
COC(=O)COn1c(SCC(=O)OC)nc2ccccc2c1=O | 134 | x | x | -7 | -4 | -6 | x | -4 | x
COC(=O)C1=C(C)n2nnnc2NC1c1ccc(Cl)cc1 (stereo not drawn) | 102 | -1 | 16 | 3 | -39 | -10 | 3 | -5 | 0
O=C(c1ccco1)N1CCN(C(=O)C2CCCO2)CC1 (stereo not drawn) | 118[fluorescence artefact?] | -18 | 9 | x | x | -6 | 4 | -5 | -1
Cc1cc(C)cc(N(CC(=O)NCC2CCCO2)C(=O)CN2C(=O)COc3ccccc32)c1 (stereo not drawn) | 108 | -1 | 35 | -3 | 19 | -4 | 1 | 4 | 1
CCCCCCCCSc1nnc(-c2ccc(OC)cc2)o1 | 111 | -10 | -1 | -3 | 19 | -7 | 11 | 10 | 0

Reprinted from the part before: 3 entries, then new ones.
SMILES | ERa coact pot | PLK1 kinase inh | PLK1 PBD inh | CD11b adhes enh | CD11b adhes inh | ERa coact inh | Rev-RRE block | ERb SRC1 inh | FAK inh
O=C(c1ccco1)N1CCN(C(=O)C2CCCO2)CC1 (stereo not drawn) | 118[fluorescence artefact?] | -18 | 9 | x | x | -6 | 4 | -5 | -1
Cc1cc(C)cc(N(CC(=O)NCC2CCCO2)C(=O)CN2C(=O)COc3ccccc32)c1 (stereo not drawn) | 108 | -1 | 35 | -3 | 19 | -4 | 1 | 4 | 1
CCCCCCCCSc1nnc(-c2ccc(OC)cc2)o1 | 111 | -10 | -1 | -3 | 19 | -7 | 11 | 10 | 0
CCOC(=O)c1c(NC(=O)CNCC(O)CO)sc(C)c1C (stereo not drawn) | x | 1 | 6 | -2 | -8 | x | 4 | x | -4
Nc1ccc(-n2ccnc2)cc1 | 107 | 3 | -25 | 1 | 2 | -8 | 8 | 1 | 1
O=C(Oc1csc(=S)n1C(=O)c1ccccc1)c1ccccc1 | 125[fluorescence artefact?] | -6 | -7 | 2 | 16 | -7 | 1 | -5 | -2
CCCN1C2CCCC1CC(NC(=O)NC1CCCCC1)C2 (stereo not drawn) | 110 | 0 | 20 | -2 | -5 | 3 | 8 | -1 | -5
O=C(CS(=O)(=O)c1cccc(Cl)c1)Nc1ccccc1Cl | x | -9 | -16 | x | x | x | 3 | x | -6
CCN(CC)C(=O)CSc1nnc([C@@H](N)Cc2ccccc2)o1 | 123 | x | x | 0 | -8 | -5 | x | -5 | x
COc1ccc(-c2noc(CCC(=O)NCCCN3CCC(Cc4ccccc4)CC3)n2)cc1 | 102 | -13 | -16 | -4 | 61* | -12 | 9 | -6 | 0
CCCc1nc2ccccc2c(=O)n1NC(=O)c1c(O)c2cccc3c2n(c1=O)CCC3 | 107 | -14 | -3 | 58 | x | 14[fluorescence artefact?] | -1 | 15[fluorescence artefact?] | -4
Nc1cc(=O)[nH]c(SCc2nc3ccccc3n2Cc2ccccc2)n1 | 108 | x | x | -2 | -7 | 3[fluorescence artefact?] | x | 1[fluorescence artefact?] | x
C=CCn1c(SCc2ccc3nonc3c2)nnc1-c1cccs1 | 118 | -8 | -4 | 5 | -16 | 11 | 3 | 4 | 0
COCCn1c(N)c(C(=O)OCc2ccccc2)c2nc3ccccc3nc21 | 115[fluorescence artefact?] | -19 | 1 | 6 | 47 | 4 | 17 | 11 | 0
CCOc1ccccc1NC(=O)CN1CCC(NC(=O)c2ccccc2)CC1 | 99 | -12 | 9 | x | x | -8 | 3 | -14[fluorescence artefact?] | 0
Cc1ccc(N2CN=c3s/c(=C\c4cccnc4)c(=O)n3C2)cc1 | 108 | 1 | -23 | -6 | -14 | -4 | 2 | 8[fluorescence artefact?] | 8
CCN(CC)CCCN1C(=O)C(O)=C(C(=O)c2ccc(C)o2)C1c1cccs1 (stereo not drawn) | 107 | x | x | -4 | -19 | -6 | x | 2 | x
Clc1ccc(Cl)c(-c2nn3c(Cn4cnc5ccccc54)nnc3s2)c1 | 101[fluorescence artefact?] | -1 | 4 | x | x | 21 | 5 | 11[fluorescence artefact?] | 0
Cc1cc(C)c2c(-n3cccc3)c(C(=O)NNS(=O)(=O)c3ccccc3)sc2n1 | x | -8 | 12 | x | x | x | 5 | x | -7
Cc1ccc2c(c1)N(CCC(=O)NCc1ccc3c(c1)OCO3)C(=O)CO2 | 120 | -2 | -1 | x | x | 4[fluorescence artefact?] | -1 | 1[fluorescence artefact?] | 1
COc1ccc(S(=O)(=O)NCCCCNS(=O)(=O)c2ccc(OC)cc2)cc1 | 97[fluorescence artefact?] | -21 | -3 | 4 | 3 | 1 | 6 | -10[fluorescence artefact?] | 9
CC1(C)CC(=O)C2=C(C1)NC(=O)CC2C(=O)NCc1ccc(F)cc1 (stereo not drawn) | 84 | -7 | -4 | -1 | -49 | 0 | 3 | -3 | 3
CSc1nc2nccc(/C=C\c3ccccc3)n2n1 | x | -4 | -17 | x | x | x | 1 | x | -8
O=C(O)c1ccccc1C(=O)NNc1ccc(F)cc1 | x | -10 | -13 | x | x | x | 2 | x | 17
O=C(CN1CCN(Cc2ccc(F)cc2Cl)C1=O)NCCc1ccc(Cl)cc1 | 93 | -13 | 3 | -6 | -9 | 7 | 11 | -1 | 2
O=C1CC2CS(=O)(=O)CC2N1c1ccc(Cl)cc1Cl (stereo not drawn) | x | -2 | -6 | x | x | x | -2 | x | 0
O=C(NCc1ccccn1)Nc1cccc(NC(=O)NCc2ccccn2)c1 | 97 | x | x | -4 | -4 | 0 | x | -1 | x
COc1ccc(N2CCN(C(=O)Nc3ccc(S(=O)(=O)N(C)C)cc3)CC2)cc1 | x | 2 | 16 | 3 | -7 | x | 2 | x | -9
Cc1occc1C(=O)N1N=C(C2CC2)CC1(O)C(F)(F)F (stereo not drawn) | 92 | -9 | -13 | x | x | 0 | 0 | 7 | -1
CC(C)CCNC(=O)CC1C(=O)N(Cc2ccccc2)C(C)c2nc3ccccc3n21 (stereo not drawn) | 110 | -12 | 0 | 3 | 4 | -8 | 8 | 2 | 0
COc1ccc(S(=O)(=O)N2CCCC(C(=O)N3CCCCCC3)C2)cc1 (stereo not drawn) | 124 | -14 | -7 | x | x | -3 | 7 | -5[fluorescence artefact?] | 0
